HttQ103 aggreg = reduces HttQ103-GFP aggregates in PC12 cells; PC12 HttQ103-GFP aggregates, Acumen cytometry, 40 h; Potency, µM (top dose mostly 46.1 µM), for the others: at the highest dose activity change, negative = inhibition, hits mostly inhibitors; 1.1% of 220,000 active; also: potency is read from the fitted curve at half-maximal effect; % is scaled to controls: 0 for no effect and ±100 for the full control effect; nearly all actives have a fitted effect of over 60% in size
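Compounds (qHTS titration) were added to PC12 cells expressing an ecdysone-driven HTT exon 1 Q103–GFP fusion after induction with 100 nM tebufenozide. Aggregate formation was measured as GFP objects in cell lysates.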
NPSR antagonist = neuropeptide S receptor (human) antagonism, cAMP | Q6W5P4 | CHO-NPSR cells, cAMP TR-FRET, antagonist mode | Potency, µM (titrated, usually from 38.3 µM), for inactives: at the top dose activity change, negative = inhibition, hits mostly inhibitors | 1% of 220,000 active | AID 1461; also: potency is read from the fitted curve at half-maximal effect; % is scaled to controls: 0 for no effect and ±100 for the full control effect; nearly all actives have a fitted effect of over 50% in size; many of its hits are not listed in these tables
Target sequence (Q6W5P4 whole entry, looked up): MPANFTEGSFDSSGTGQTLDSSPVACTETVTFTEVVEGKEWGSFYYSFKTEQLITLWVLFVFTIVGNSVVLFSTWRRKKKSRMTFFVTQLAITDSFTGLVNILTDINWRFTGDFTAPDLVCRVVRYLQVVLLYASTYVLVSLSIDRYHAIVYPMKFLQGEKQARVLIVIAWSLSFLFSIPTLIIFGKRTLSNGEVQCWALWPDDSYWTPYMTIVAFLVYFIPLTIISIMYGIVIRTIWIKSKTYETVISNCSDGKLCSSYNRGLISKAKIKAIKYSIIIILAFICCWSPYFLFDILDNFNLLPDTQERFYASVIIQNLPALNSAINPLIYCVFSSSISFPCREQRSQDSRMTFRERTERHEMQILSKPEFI
Lamin A splicing = modulators of lamin A splicing; HeLa LMNA splicing GFP/RFP minigene ratio, 48 h; Potency, µM (doses to about 46.1 µM), for inactives: top-dose ratio change, negative = inhibition, hits mostly inhibitors; 0.01% of 200,000 active; AID 1487; active = well fitted inhibition curve with a large enough effect in the signal ratio, with a control signal flat, not every such curve was filed as active; inconclusive = small, poorly fitted or top-dose-only effect, or effect the other way, or a change in a side signal; the % refers to the signal ratio; also: potency is read from the fitted curve at half-maximal effect; % is scaled to controls: 0 for no effect and ±100 for the full control effect
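S3 HeLa cells stably expressing lamin A-EGFP splicing minigene plus DsRed2, 600 cells/well, 48 h compound exposure at 37C. Laser-scanning cytometry; analysed as GFP (500-530 nm)/RFP (575-640 nm) total intensity ratio; 0.5% DMSO vehicle.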
CBFb RUNX1 block = CBF-beta/RUNX1 interaction disruption; Q01196+Q13951; AlphaScreen CBFb-His/RUNX1-biotin binding, biochemical; Potency, µM (doses to about 59.8 µM), for the others: at the highest dose activity, negative = inhibition, hits mostly inhibitors; 230,000 tested, under 10 active; AID 1477; also: % of control where 0% means no effect
Target sequence (Q01196 whole entry, looked up): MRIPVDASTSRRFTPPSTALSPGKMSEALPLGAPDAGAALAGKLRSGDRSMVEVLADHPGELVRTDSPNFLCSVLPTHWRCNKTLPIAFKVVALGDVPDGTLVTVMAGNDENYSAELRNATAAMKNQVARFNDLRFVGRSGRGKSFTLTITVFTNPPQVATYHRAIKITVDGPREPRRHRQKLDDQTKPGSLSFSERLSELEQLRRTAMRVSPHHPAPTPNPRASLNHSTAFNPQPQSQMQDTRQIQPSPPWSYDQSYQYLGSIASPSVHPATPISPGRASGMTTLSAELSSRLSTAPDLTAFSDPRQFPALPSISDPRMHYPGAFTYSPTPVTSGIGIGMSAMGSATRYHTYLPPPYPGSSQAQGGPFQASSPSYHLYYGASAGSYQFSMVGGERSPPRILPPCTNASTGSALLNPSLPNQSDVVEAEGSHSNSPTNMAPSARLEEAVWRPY
Target sequence (Q13951 whole entry, looked up): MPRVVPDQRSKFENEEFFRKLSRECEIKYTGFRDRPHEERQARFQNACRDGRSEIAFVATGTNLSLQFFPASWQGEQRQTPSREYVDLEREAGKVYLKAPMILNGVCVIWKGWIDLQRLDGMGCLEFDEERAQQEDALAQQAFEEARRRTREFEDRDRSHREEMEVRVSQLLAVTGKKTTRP
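Read-out: AlphaScreen. Format: His-CBF-beta with biotinylated RUNX1 (30 nM each) preincubated 20 min, compound 15 min, Ni-chelate plus streptavidin beads 90 min; room temperature throughout.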
KinaseGlo FLuc = counter-screen: inhibitors of Kinase-Glo firefly luciferase. AID 1379. Kinase-Glo luciferase, ATP luminescence, 8 min. Q27757. Potency, µM (doses to about 38.3 µM), inactives show at the top dose activity change, negative = inhibition, most hits filed as inhibitors. 0.28% of 200,000 active; also: potency is read from the fitted curve at half-maximal effect; % is scaled to controls: 0 for no effect and ±100 for the full control effect; nearly all actives have a fitted effect of over 60% in size
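Kinase-Glo luciferase light output from ATP and luciferin was measured with 10 uM ATP, within the enzyme's linear range. Buffer: 50 mM imidazole pH 7.2, 50 mM KCl, 7 mM MgCl2, 0.01% Tween 20, 0.05% BSA; luminescence read after 8 min at ambient temperature.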
Epigenetic derep = regulators of epigenetic silencing causing reporter derepression in mouse cells | murine LDR cells, GFP reporter derepression, 30 h | Potency, µM (top dose mostly 53.9 µM), inactives show at the top dose GFP activation, usual class: activators | 0.2% of 280,000 active | AID 1865; also: potency is read from the fitted curve at half-maximal effect; % of control where 0% means no effect; nearly all actives have a fitted effect of over 60% in size
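GFP-positive cell count by laser-scanning cytometry (objects 20–120 um) after 30 h, 37 C compound exposure of murine LDR cells; reporter is CMV-GFP integrated at a silenced locus, inducible by HDAC or DNMT inhibitors.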
IMPase Li inh = membrane-permeable IMPase blocker, potentiated with lithium. Potency, µM (titrated, usually from 59.4 µM), for the others: at the highest dose activity, negative = IMPase inhibition, usual class: inhibitors. 0.35% of 210,000 active. CHO-M1 cells, IP1 TR-FRET (IP-One), carbachol + lithium;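 also: IP1 builds up when IMPase is blocked and the TR-FRET signal falls; potency is read from the fitted curve at half-maximal effect; plate controls were basal vehicle for no effect and high inhibitor control for full effect; nearly all actives have a fitted effect of over 50% in size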
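Readout is a homogeneous TR-FRET IP1 immunoassay (Ex 320, Em 665 and 620), where raised cytosolic IP1 lowers signal. Cells were CHO-M1 treated 30 min at 37C with test compounds plus a little lithium; AC50 values came from Hill-equation fitting.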
Active calls of the source: *; ? = inconclusive; . = no result given; & = joins results of further samples; [ ] = another dose, or the depositor's remark. Unless noted, calls follow the shape of the dose curve; as a rule, active = well fitted curve in the direction sought with a large enough effect; inconclusive = small, poorly fitted or top-dose-only effect, or another doubt; inactive = no such curve, though single readings can be large; an effect the other way counts as inactive or inconclusive. The list is partial; count on the stated rates, not on these rows.

structure | KinaseGlo FLuc | NPSR antagonist | IMPase Li inh | Epigenetic derep | Lamin A splicing | HttQ103 aggreg | CBFb RUNX1 block
COC(=O)CCC(=O)OC1(C)C(=O)C=C2C=C(C3CC3)N(CCc3c[nH]c4ccccc34)C=C2C1=O (configuration not stated) | -8.7%[7.66 µM] | 10.9% | 10.2% | 8.9% | -14.2%[9.22 µM] | 1.8%[9.22 µM] | ?
COc1ccc(OCc2cccc(C(=O)Nn3cc([N+](=O)[O-])cn3)c2)cc1 | -6.8% | 4.1% | 8.6% | -1.0% | -18.3% | -4.8% | 7.9%
CC(=O)N[C@@H](CSC/C=C(\C)CCC=C(C)C)C(=O)O | -2.6% | . | 4.3%&-3.8%&4.4% | 6.3%&0.8%&-1.1% | . | . | 4.1%&22.9%&-8.3%
CCc1nnc(NC(=O)CSc2nnc(COc3ccc(C)cc3)n2-c2ccccc2)s1 | -2.1% | -26.0%[7.67 µM] | -0.1%[38.3 µM] | 0.6% | -3.6% | -1.7% | 7.5%
O=C(CN1C(=O)C2C3C=CC(C3)C2C1=O)NCc1ccc2c(c1)OCO2 (configuration not stated) | -0.2% | -3.7%[46.1 µM] | -9.9%[38.3 µM] | -11.1% | -16.1% | 13.7% | 8.3%
Cc1ccc(NC(=O)CN2C(=O)NC(C)(CCc3ccccc3)C2=O)cc1 (configuration not stated) | 4.4% | -9.8% | -7.6% | 0.6% | 13.2%[46 µM] | 14.1% | 7.2%
CC(C)NC(=O)COC(=O)c1cccc(NS(=O)(=O)/C=C/c2ccccc2)c1 | -0.3% | 8.9% | -4.4% | -1.3% | 4.1% | 15.9% | 1.9%
CC1=NN=C(c2ccccc2)C(c2c[nH]c3ccccc23)N1O (configuration not stated) | -1.5% | 2.6% | -2.3% | -1.4% | -2.3% | -14.0% | 6.2%
COc1ccccc1-n1cnc2cc(C(=O)NC3CCCC3)ccc21 | 1.3% | ? | 14.0% | -1.0% | -4.3% | ? | -3.6%
COCC(=O)Oc1c(Sc2ccccc2[N+](=O)[O-])c(C)nn1C(C)(C)C | -3.1% | -7.6% | 2.0% | 0.9% | 3.9%[9.22 µM] | 17.0% | 7.3%
Clc1ccc(-c2cc(-c3ccccn3)on2)c(Cl)c1 | . | 34.1% | . | -1.3% | . | -1.9%[9.22 µM] | 13.9%
O=C(CSc1nnc(-c2cccs2)o1)OCc1ccccc1 | 1.7% | -9.0%[46.1 µM] | -7.8%[38.3 µM] | -0.1% | 2.9% | 1.8% | -5.9%
Cc1c(N)cccc1-n1cnnn1 | 1.4% | 11.2% | -5.3% | -4.7% | -10.6%[46 µM] | 17.5% | 4.3%
O=C(NCc1cccnc1)c1ccc(Br)s1 | . | 5.3% | . | -0.3% | . | -11.1%[9.22 µM] | 3.3%
Oc1ccc2c(c1)OCC1c3cc4c(cc3OC21)OCO4 (configuration not stated) | -3.9% | . | 8.3% | 0.0% | . | . | 3.3%
O=C(COC(=O)c1ccccc1C(=O)c1ccccc1)NCCc1ccccc1 | 1.7% | -18.0%[46.1 µM] | 4.9% | 0.0% | -11.8% | -8.1% | -6.8%
CCOC(=O)c1c(NC(=S)NC)sc2c1CC(C)(C)SC2 | -1.4% | -32.3% | -13.3% | 0.0% | ? | 6.0% | -8.1%
O=S1(=O)N=C2CCCCCN2C(c2ccc(Br)cc2)N1 (configuration not stated) | -0.8% | 8.9% | -11.6% | -5.1% | . | 18.5% | -11.4%
CCOc1ccc(-c2nc(-c3ccc(OC)cc3)no2)cc1OCC | 0.8% | -26.6%[46.1 µM] | 12.1%[38.3 µM] | -0.4% | ? | 25.2%[9.22 µM] | 12.4%
O=C(C1CC1)N1CCc2cc(Br)cc(S(=O)(=O)N3CCOCC3)c21 | 3.8% | -7.8%[46.1 µM] | 4.5% | -0.9% | -13.9% | 3.9% | 7.8%
CCn1cnc2sc(C(=O)N(Cc3ccc(N(C)C)cc3)Cc3ccco3)c(C)c2c1=O | 2.7% | ? | 26.0%[38.3 µM] | -1.7% | ? | 21.8% | ?
O=C(Nc1ccccn1)c1cccc(S(=O)(=O)N2CCOCC2)c1 | 0.4% | -8.4%[46.1 µM] | -6.9%[38.3 µM] | 2.0% | 0.2% | 3.9%[9.22 µM] | 2.3%
CC(=O)c1sc(-c2ccc(Cl)cc2)cc1N | . | -2.5% | . | 4.7% | . | 11.3%[9.22 µM] | 1.2%
O=C(CSc1nc2ccccc2c(=O)n1-c1ccc(F)cc1F)Nc1ccc2c(c1)CCC2 | -3.4% | -24.4% | -10.5% | 0.0% | 3.5% | -4.4% | 24.4%
COc1ccc(/C=C/C(=O)C(C(N)=O)=C2SCCS2)cc1 | -2.3% | 3.1% | -5.3% | 8.3% | ? | 13.7% | 1.4%

Profiles, looked up by structure.
`COc1ccc(OCc2cccc(C(=O)Nn3cc([N+](=O)[O-])cn3)c2)cc1` across the screens: KinaseGlo FLuc = -6.8%; NPSR antagonist = 4.1%; IMPase Li inh = 8.6%; Epigenetic derep = -1.0%; Lamin A splicing = -18.3%; HttQ103 aggreg = -4.8%; CBFb RUNX1 block = 7.9%
`CCOC(=O)c1c(NC(=S)NC)sc2c1CC(C)(C)SC2` across the screens: KinaseGlo FLuc = -1.4%; NPSR antagonist = -32.3%; IMPase Li inh = -13.3%; Epigenetic derep = 0.0%; Lamin A splicing = ?; HttQ103 aggreg = 6.0%; CBFb RUNX1 block = -8.1%
`COc1ccc(/C=C/C(=O)C(C(N)=O)=C2SCCS2)cc1` across the screens: KinaseGlo FLuc = -2.3%; NPSR antagonist = 3.1%; IMPase Li inh = -5.3%; Epigenetic derep = 8.3%; Lamin A splicing = ?; HttQ103 aggreg = 13.7%; CBFb RUNX1 block = 1.4%

(listing goes on)
structure | KinaseGlo FLuc | NPSR antagonist | IMPase Li inh | Epigenetic derep | Lamin A splicing | HttQ103 aggreg | CBFb RUNX1 block
O=C(CCc1ccccc1)NC1CCSC1=O (configuration not stated) | -0.7% | 6.1%[46.1 µM] | 1.9%[38.3 µM] | 0.0% | 0.3% | 17.6% | 5.6%
N=c1c[n+](N2CCOCC2)[n-]o1 | -1.0%&-3.1% | 15.3% | -0.9%&9.6% | -7.9%&-0.2% | 6.8%&-15.8% | 2.5% | 20.5%&4.9%
CC(Oc1cccc(Cl)c1)C(=O)Nc1ccncc1 (configuration not stated) | 5.0% | -12.2% | 10.1% | 0.0% | . | -0.6%[9.22 µM] | 1.8%
C[C@@H]1CC=C[C@H]2[C@H]1C(=O)N(Cc1ccccc1)[C@H]2c1ccc2ccccc2c1/C=C/c1ccccc1 | . | -52.1% | . | 3.2% | . | 25.1%[9.22 µM] | 5.1%
Cn1c(-c2ccc(F)cc2)cnc1NCc1ccc(C#N)cc1 | 0.7% | -0.2%[7.67 µM] | 0.0%[38.3 µM] | 8.5% | -8.2% | -1.5% | 2.1%
COc1ccc(CC2CCOC2=O)cc1 (configuration not stated) | 0.8% | 11.0%[46.1 µM] | -0.5%[38.3 µM] | -1.4% | 4.2% | 10.3% | 11.4%
CCN(CC)S(=O)(=O)c1cccc(C(=O)N[C@H](C(=O)NCc2ccccc2F)C(C)C)c1 | -3.3% | -15.6%[46.1 µM] | 11.1%[38.3 µM] | 4.9% | -18.8% | 1.8% | 5.3%
COc1ccc(/C=C2\CCC(C3CCCC3)C2=O)cc1Cn1nc(C)cc1C (configuration not stated) | -2.7% | ? | 5.6% | 11.0% | -3.0% | -12.8% | 0.8%
COC(=O)c1cccc(NC2CC(=O)N(c3ccc(OC)c(OC)c3)C2=O)c1 (configuration not stated) | 1.5% | -3.6%[46.1 µM] | 14.6%[38.3 µM] | -2.1% | 11.0% | 1.6% | 5.0%
CS(=O)(=O)N(CC(=O)Nc1ccccc1-c1ccccc1)c1ccccc1 | 3.1% | -12.9% | -0.9% | 1.1% | 29.6%[46 µM] | -1.0% | 5.0%
COc1ccccc1Nc1cc(C(=O)N2CCc3ccccc3C2)c2ccccc2n1 | 1.9% | -44.5% | -2.0% | 1.7% | -3.1%[9.22 µM] | -30.4% | ?
COc1ccccc1NC1SC(=O)N(c2ccccc2)C1=O (configuration not stated) | -6.9% | 14.4%[46.1 µM] | -23.6%[38.3 µM] | -0.2% | ? | 5.6% | -7.6%
CCCCNS(=O)(=O)c1ccc(NC(=O)C2CCCO2)cc1 (configuration not stated) | -1.9% | 14.6% | 1.7% | -0.7% | ? | -16.9% | 1.9%
Cc1cc(Br)c(NC(=O)c2c(-c3c(Cl)cccc3Cl)noc2C)c(Br)c1 | . | ? | . | 3.2% | . | -0.6%[9.22 µM] | 4.5%
CCc1ccc2c(CN(CC)Cc3nc4ccccc4c(=O)[nH]3)cc(=O)oc2c1 | -0.2% | 7.4%[46.1 µM] | 26.1%[38.3 µM] | 0.9% | 6.4% | 14.9% | -0.7%
COc1ccccc1Cn1c(C)nc2ccccc21 | . | 3.4% | . | 8.7% | . | -6.7%[9.22 µM] | 4.6%
CN1C(=O)OC2(C)CCc3ccccc3C12C (configuration not stated) | . | 1.2%[46.1 µM] | . | 2.1% | -1.0% | 0.7% | 1.7%
COc1ccccc1NC(=O)/C=C/c1cc([N+](=O)[O-])ccc1OC(F)F | . | 13.2% | . | 1.1% | . | 17.0%[9.22 µM] | 10.3%
NS(=O)(=O)c1ccc(CCNC(=O)c2ccc(Cl)cc2[N+](=O)[O-])cc1 | -0.2% | 10.5% | -8.2% | 3.6% | . | 21.9% | -7.1%
O=C(c1nc(-c2ccccc2)n(-c2ccccc2)n1)N1CCCCCC1 | -3.5% | -9.1%[46.1 µM] | -14.6%[38.3 µM] | -0.2% | 14.9% | 3.7% | 0.6%
CN(C)c1cc[nH]c(=O)c1C#N | -2.9% | -6.5%[46.1 µM] | 12.8%[38.3 µM] | 2.3% | 10.4% | -11.8% | 10.2%
CSc1nc(C)c(CCOCc2ccccc2)c(=O)[nH]1 | 3.1% | -7.6%[46.1 µM] | -4.9% | -0.9% | -8.1% | 2.1% | 3.3%
Clc1ccc(Oc2nc3ccccc3n3cccc23)cc1 | 2.2% | -8.0%[46.1 µM] | ? | 4.5% | -1.2% | -13.7% | 12.2%

From PubChem
